KOR beta-arrestin-1: KOR agonists, beta-arrestin recruitment, primary screen, cell-based, luminescence, uHTS (AID 1777); hit rate 0.02% among 280,000; activation, % at 10 µM, or EC50 in µM where a hit was titrated; Kappa-type opioid receptor (Homo sapiens); KOR beta-arrestin recruitment, luminescence; higher % means a stronger effect; in the data active = activation above about 50%, passing the limit was not always enough; also: a part of the inactive calls stands beside numbers as strong as those of hits
GPR55 beta-arrestin: GPR55 agonists via beta-arrestin recruitment, primary screen, imaging, U2OS cells, beta-arrestin-GFP redistribution (AID 1961) | G-protein coupled receptor 55 (Homo sapiens) | U2OS GPR55 beta-arrestin-GFP redistribution imaging; higher % means a stronger effect | activation, % at 10 µM, or EC50 in µM where a hit was titrated | hit rate 0.048% among 290,000;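 active = activation above 40% with more than 50 cells counted in the well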;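 also: U2OS osteosarcoma cells stably expressing GPR55 and beta-arrestin-GFP; plate controls were DMSO negative control for no effect and LPI positive control for full effect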
NOD1 inhibition: NOD1 signaling inhibitors, primary screen, cell-based, luminescence, uHTS (AID 1578); NOD1-driven NF-kB luciferase reporter cells, luminescence; higher % means a stronger effect; one-dose inhibition, % at 4 µM; EC50 in µM for titrated hits; hit rate 1% among 290,000; in the data active = inhibition mostly above about 36%, no sharp cut-off; inactive = mostly below about 34%;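 also: HEK-293T reporter cells stimulated with the NOD1 agonist gamma-tri-DAP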
AID2073: inhibitors of Mint1-CaV2.2 protein interaction, biochemical, HTRF (AID 2073) | inhibition, % at 20 µM; hits with a dose series show IC50 in µM | Voltage-dependent N-type calcium channel subunit alpha-1B (Homo sapiens) | HTRF protein-protein interaction, Mint1-CaV2.2; higher % means a stronger effect | hit rate 0.19% among 290,000; in the data active = inhibition mostly above about 51%, no sharp cut-off; also: some results filed as inactive read as strong as hits
GPR55 antagonists: GPR55 antagonists blocking LPI-driven arrestin recruitment, primary screen, imaging, U2OS, beta-arrestin-GFP, LPI agonist (AID 2013); U2OS GPR55 beta-arrestin-GFP translocation imaging, LPI antagonism; higher % means a stronger effect; G-protein coupled receptor 55 (Homo sapiens); hit rate 0.13% among 290,000; one-dose inhibition, % at 10 µM; IC50 in µM for titrated hits;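 active = spots per cell inhibited over 60%, with over 100 cells counted and total cytoplasm intensity under 500,000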;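 also: U2OS cells stably carrying GPR55 and arrestin-GFP stimulated by 5 µM LPI near EC80; imaged beta-arrestin-GFP aggregate spots per cell after agonist stimulation; plate controls were LPI-stimulated DMSO wells for no effect and DMSO wells without LPI for full effect; some results filed as inactive read as strong as hits; confirmed hits need IC50 under 10 µM and bright autofluorescent wells are also inconclusive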
Siah-1 displacement: Siah-1 peptide-binding antagonists, primary screen, biochemical, fluorescence polarization, rhodamine-plectin, uHTS (AID 1817); one-dose displacement, % at 20 µM; IC50 in µM for titrated hits; hit rate 0.02% among 290,000; Siah-1 / rhodamine-plectin peptide fluorescence polarization; higher % means a stronger effect; E3 ubiquitin-protein ligase SIAH1 (Homo sapiens);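 active = displacement of at least 50% at 20 µM, with a fluorescence ratio check between 0.3 and a set limit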;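 also: plate controls were Siah plus tracer with DMSO for no effect and tracer alone without Siah for full effect; strong numbers were not always called active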
HIV peptide binding: inhibitors of HIV fusion peptide binding, primary screen, biochemical, uHTS, fluorescence dequenching (AID 1986). hit rate 0.3% among 290,000. cell-free peptide binding, fluorescence dequenching, 30 min; higher % means a stronger effect. one-dose inhibition, % at 20 µM; IC50 in µM for titrated hits; in the data active = inhibition mostly above about 52%, no sharp cut-off; inactive = mostly below about 76%; also: some results filed as inactive read as strong as hits
GPR35 antagonists: GPR35 antagonists blocking zaprinast-driven arrestin recruitment, primary screen, imaging, U2OS, beta-arrestin-GFP, zaprinast agonist (AID 2058); U2OS GPR35 beta-arrestin-GFP translocation imaging, zaprinast antagonism; higher % means a stronger effect; hit rate 0.052% among 290,000; G-protein coupled receptor 35 (Homo sapiens); inhibition, % at 10 µM, or IC50 in µM where a hit was titrated;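 active = inhibition of at least 50% with at least 30 cells and total cytoplasm GFP at most 10,000,000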
KOR beta-arrestin-2: KOR antagonists, beta-arrestin recruitment, cell-based, luminescence, uHTS (AID 1778) | Kappa-type opioid receptor (Homo sapiens) | KOR beta-arrestin recruitment, luminescence, antagonist mode; higher % means a stronger effect | inhibition, % at 10 µM, or IC50 in µM where a hit was titrated | hit rate 0.091% among 290,000; in the data active = inhibition above about 50%; also: strong numbers were not always called active
* marks the source's active call; other numbers are inactive results; . = no result given; [ ] = dose if it differs, or a comment. These rows are one share of the data (hit frequency here may not be typical).

Value order: GPR55 antagonists | KOR beta-arrestin-1 | HIV peptide binding | GPR55 beta-arrestin | Siah-1 displacement | AID2073 | KOR beta-arrestin-2 | GPR35 antagonists | NOD1 inhibition
#1 Clc1ccc(CSCCc2ccncc2)cc1
    -18% | 14% | 0.9% | 0.0% | -2% | 1% | -59% | -3% | 66%
#2 O=C(Nc1cccc(Cl)c1Cl)C1CC(=O)N(c2ccc(Br)cc2)C1 (configuration not stated)
    11% | 4.0% | 2.7% | -0.5% | 39% | 33% | -28% | 2% | -22%
#3 CSCC(O)Cn1[nH]c(=O)c2cc(Cl)c(Cl)cc2c1=O (configuration not stated)
    -2% | -5.1% | 0.5% | 0.2% | 5% | 10% | 13% | 6% | -4%
#4 CC(Oc1ccc(Cl)cc1Cl)C(=O)NCc1ccncc1 (configuration not stated)
    -4% | 16% | 3.2% | 0.2% | -4% | 4% | -34% | 8% | 7%
#5 CCCCS(=O)(=O)N1CCCC(C(=O)Oc2ccc(Cl)cc2)C1 (configuration not stated)
    -7% | -2.1% | 0.3% | 0.0% | 12% | 36% | -29%[20 µM] | -9% | -14%
#6 CCCCCCn1nc(C(=O)Nc2nc3c(s2)CCCC3)c2ccccc2c1=O
    7% | -5.0% | -1.8% | 0.3% | -6% | 6% | 10% | 33% | 34%
#7 CCCc1cc(=O)oc2cc(OCC(=O)NCCc3ccc(S(N)(=O)=O)cc3)ccc12
    17% | -3.7% | -1.0% | -0.1% | 1% | 6% | -13% | -6% | -9%
#8 COC(=O)C(CC(=O)c1ccc(Cl)cc1)c1ccc(C)cc1 (configuration not stated)
    11% | -6.7% | -1.1% | 0.1% | 10% | 12% | 12% | 0% | -28%
#9 Cc1cc(Oc2ccc(=O)n(C)n2)nc(SCc2ccccc2)n1
    14% | 2.4% | -0.6% | -0.2% | 1% | 8% | -17% | -1% | -49%
#10 CC(=O)Oc1ccc(C(=O)Nc2ccc3c(c2)OCCO3)cc1
    -4% | -1.5% | 0.5% | 0.5% | 12% | 22% | -31%[20 µM] | 4% | -50%
#11 O=C(NCc1n[nH]c(=S)n1-c1ccc(F)cc1)c1ccc(S(=O)(=O)N2CCOCC2)cc1
    2% | -6.4% | -3.8% | -0.2% | -2% | -13% | 7% | 2% | 1%
#12 CCC1CCCCN1C(=O)CCNS(=O)(=O)c1ccc2c(c1)oc(=O)n2C (configuration not stated)
    -5% | 3.8% | -0.8% | -0.2% | -7% | 8% | 0% | -2% | -8%
#13 O=C(C(Cc1ccccc1)n1cccc1)N1CCc2ccccc21 (configuration not stated)
    -12% | 3.1% | 0.0% | 0.3% | 2% | -6% | -46% | -2% | 10%
#14 O=C(NCCOc1cccnc1)c1ccc(OC2CCN(Cc3ccccn3)CC2)cc1
    21% | 0.9% | -1.7% | 0.0% | 2% | -5% | 7% | 5% | -14%
#15 Cn1c(SCC(=O)N2c3ccccc3CCc3ccccc32)nnc1-c1cc2ccccc2cc1O
    0% | 1.5% | -3.0% | -0.2% | 1% | 37% | 19% | 2% | -38%
#16 CCOC(=O)N1CCN(C(=O)CCSCCc2ccncc2)CC1
    10% | -2.9% | 0.8% | 0.0% | -1% | -9% | 23% | 7% | -4%
#17 CN(CCNC(=O)CCCOc1cc(=O)n(C)c2ccccc12)Cc1ccccc1
    24% | -2.7% | 0.3% | 0.5% | 20% | -2% | 0% | 6% | -10%
#18 O=C(CCCn1cncn1)N1CCCC(N2CCN(c3ccc(F)cc3)CC2)C1 (configuration not stated)
    12% | -0.5% | -1.6% | 0.0% | 3% | 5% | 27% | -13% | -22%
#19 CCOCCCNC(=O)C1CCN(S(=O)(=O)N2CCCC2)CC1
    9% | 0.4% | -0.5% | 0.2% | 1% | 17% | -38% | -13% | -10%
#20 COc1ccc(CNCC(=O)Nc2sccc2C#N)cc1
    0% | 0.7% | 4.1% | -0.1% | 6% | 21% | -40%[20 µM] | -14% | -30%
#21 COc1ccc(CNc2ncnc3cc(OC)c(OC)cc23)cc1OC
    2% | 0.0% | 0.9% | -0.3% | -2% | 4% | -1% | 10% | -17%
#22 COc1c(Br)cc(/C=N/n2c(-c3ccccc3)n[nH]c2=S)c(O)c1Br
    -9% | 6.0% | 44% | 0.1% | -1% | -10% | -47%[20 µM] | -5% | 9%
#23 O=C(Nc1ccccc1)N(C1=NCCC1)c1ccccc1
    -1% | 0.6% | 0.3% | 1.2% | 4% | -2% | 13% | -13% | 4%
#24 COc1ccc(OCCSc2nc3ccccc3n2CC(=O)O)cc1
    5% | -2.0% | 0.3% | 0.0% | -5% | -7% | 8% | 0% | .
#25 CCN(CC)S(=O)(=O)c1ccc(OC)c(NC(=O)c2ccc([N+](=O)[O-])cc2)c1
    0% | 2.7% | 0.4% | -0.2% | -3% | 2% | 9% | 5% | -14%
#26 CCc1ccc(C2C(C#N)=C(N)OC3=C2C(=O)CCC3)s1 (configuration not stated)
    8% | -6.1% | 2.9% | 0.0% | 3% | 14% | 14%[20 µM] | 2% | -2%
#27 NC(=O)C1Cc2ccccc2CN1S(=O)(=O)c1cccs1 (configuration not stated)
    19% | -3.7% | -2.1% | 2.4% | 11% | 9% | 3% | -4% | -16%
#28 O=C1CCN(S(=O)(=O)c2ccccc2)CCN1CCOCc1ccccc1
    -8% | -2.0% | -1.0% | 0.0% | -10% | 6% | -1% | 17% | 6%
#29 Cc1nn(CC(=O)OC(C)C(=O)Nc2ccccc2[N+](=O)[O-])c(C)c1[N+](=O)[O-] (configuration not stated)
    8% | 2.7% | -0.3% | 0.5% | -2% | 4% | -19% | -4% | -18%
#30 Cc1sc(NC(=O)C2CCCCC2)c(C#N)c1-c1ccccc1
    -5% | 6.0% | 5.0% | -0.1% | -2% | 7% | -39% | 6% | 33%
#31 O=C(NCc1cccs1)C(=O)NCC(c1ccco1)N1CCN(c2ccccc2)CC1 (configuration not stated)
    9% | -3.4% | 18% | -0.1% | 24% | 1% | -1% | -10% | -19%
#32 CCN(Cc1ccccc1)S(=O)(=O)c1cc(C(=O)NCC2CCCCC2)ccc1OC
    2% | -3.9% | -0.6% | -0.3% | 9% | 1% | 7% | -12% | 18%
#33 COc1ccc(Cl)cc1NC(=O)CN(C(=O)c1ccco1)C1CCCCC1
    2% | -7.8% | -1.9% | 0.3% | -2% | 10% | -4% | 16% | -3%
#34 C/C(Cl)=C/Cn1c(SCCN2CCOCC2)nc2c1c(=O)[nH]c(=O)n2C
    -9% | -1.7% | -2.9% | -0.1% | -5% | -7% | -19% | 2% | 18%
#35 COC(=O)c1c(C)oc(C)c1S(=O)(=O)Nc1ccccc1
    8% | -1.9% | -1.5% | -0.2% | 5% | 6% | 25% | 15% | -8%
#36 CCOc1ccc(N2CC(C(=O)NCc3ccco3)CC2=O)cc1 (configuration not stated)
    8% | -5.2% | 2.4% | 0.2% | -1% | 4% | -28% | 11% | -4%
#37 COC(=O)c1ccc(NC(=O)c2ccc(NC(=O)c3ccco3)cc2)cc1
    -4% | 4.1% | 54% | -0.2% | 14% | 5.2µM* | -9% | 0% | -36%
#38 COc1ccc(S(=O)(=O)N(CC(=O)N/N=C/c2ccc(C(=O)O)cc2)Cc2ccccc2)cc1OC
    23% | -3.7% | 3.3% | 0.3% | 3% | -9% | 4% | 1% | -25%
#39 COc1ccc(C2(CNC(=O)c3ccc(N)cc3)CCCC2)cc1
    -8% | -0.8% | -0.9% | -0.2% | -3% | 28% | -12%[20 µM] | -3% | -7%
#40 Cc1cccc(C(=O)Nc2c3c(nn2C(C)(C)C)CS(=O)(=O)C3)c1
    1% | -4.6% | -1.0% | 0.1% | -4% | 8% | -33% | 7% | -4%
#41 CCOc1ccccc1Nc1nc(-c2sc(NC(=O)c3ccc([N+](=O)[O-])cc3)nc2C)cs1
    0% | 1.4% | 5.0% | 0.3% | -3% | 0% | 6% | 6% | -49%
#42 CCC/C(=N\NC(=O)c1ccc(CSc2nncn2C)cc1)c1ccccc1
    -8% | 3.3% | 0.0% | -0.1% | -3% | 4% | -20% | -10% | 15%
#43 COc1cccc(NC(=O)CN(C)C(=O)c2ccc3ccccc3c2)c1
    15% | -0.5% | 1.9% | 0.2% | 1% | 1% | -6% | 21% | -13%
#44 O=S(=O)(Nc1cc(C(F)(F)F)ccc1N1CCOCC1)c1ccccc1
    6% | -3.5% | -1.2% | 0.2% | 13% | 2% | 20% | 11% | -11%
#45 OCCOCCN1CCN(C(=S)Nc2ccccc2)CC1
    5% | . | -1.7% | -0.1% | 13% | -27% | -21%[20 µM] | 21% | -27%
#46 N#C/C(=C\N1CCOCC1)S(=O)(=O)c1ccc(Cl)cc1
    -5% | 2.3% | 0.9% | -0.2% | -1% | 12% | 18% | 60% | -2%
#47 Cc1ccc(-n2c(C)cc(C=C(C#N)C#N)c2C)cc1
    16% | 1.3% | -1.6% | 0.3% | 3% | 10% | -31% | -2% | -29%
#48 Cc1cc(Oc2cc(NN3CCCCC3)c([N+](=O)[O-])cc2[N+](=O)[O-])c(C(=O)c2ccccc2)cc1Cl
    -2% | -1.0% | -0.3% | -0.3% | 8% | 8% | -5%[20 µM] | -1% | -6%
#49 COc1cc(/C=C/c2ccc3cccc(OC)c3n2)c(O)c([N+](=O)[O-])c1
    -6% | -2.1% | -4.1% | -0.4% | -3% | 46% | -10% | 5% | -10%
#50 CCOc1cc(C(=O)N2CCC(CC3CC(c4ccc(Cl)cc4)=NO3)(C(=O)NCC3CCCCC3)CC2)cc(OCC)c1OCC (configuration not stated)
    10% | -0.7% | 0.0% | -0.1% | -5% | 28% | 19%[20 µM] | 8% | 25%
#51 COc1ccc(NC(=O)CN(Cc2ccccc2)Cc2ccccc2)cc1S(N)(=O)=O
    12% | 2.7% | 1.0% | 0.1% | 8% | -3% | -9% | 6% | 6%
#52 CN1N=C(C(F)(F)F)CC1=O
    -11% | -3.8% | -0.8% | -0.3% | 1% | 1% | 9% | -12% | -21%
#53 Cc1ccc(OCCSc2ncnc3nc[nH]c23)cc1
    -10% | -4.9% | -1.7% | 0.0% | 3% | -1% | -18% | -13% | 5%
#54 COc1ccc(C(=O)N/C(=C/c2ccco2)C(=O)N2CCCCCC2)cc1
    -16% | 0.1% | 18% | -0.2% | -1% | -1% | -1% | 4% | -3%
#55 OC(COCC1CC=CCC1)Cn1cnc2ccccc21 (configuration not stated)
    -9% | 8.3% | 1.0% | 0.2% | 0% | 0% | -22% | 7% | 25%
#56 Cc1cccc(CN2CCC(C(=O)Nc3cccc(-c4cccc(F)c4)c3)CC2)n1
    -3% | 0.2% | 0.6% | -0.2% | 0% | 2% | -38% | 5% | 0%
#57 CC(C)CC(=O)N/N=C/c1c(N)n(C)c(=O)n(C)c1=O
    -2% | 4.9% | -1.6% | -0.1% | 1% | 12% | 21% | 0% | -8%

Screening results from PubChem BioAssay.
